HDAC3 inhib – inhibitors of human histone deacetylase 3; O15379; recombinant HDAC3, fluorogenic peptide/trypsin coupled, fluorescence; inhibition, % at 8.3 µM; 320,000 tested, 0.15% active; AID 2718; in the data active means inhibition above about 26%, passing the limit was not always enough
Target sequence (O15379 whole entry, looked up): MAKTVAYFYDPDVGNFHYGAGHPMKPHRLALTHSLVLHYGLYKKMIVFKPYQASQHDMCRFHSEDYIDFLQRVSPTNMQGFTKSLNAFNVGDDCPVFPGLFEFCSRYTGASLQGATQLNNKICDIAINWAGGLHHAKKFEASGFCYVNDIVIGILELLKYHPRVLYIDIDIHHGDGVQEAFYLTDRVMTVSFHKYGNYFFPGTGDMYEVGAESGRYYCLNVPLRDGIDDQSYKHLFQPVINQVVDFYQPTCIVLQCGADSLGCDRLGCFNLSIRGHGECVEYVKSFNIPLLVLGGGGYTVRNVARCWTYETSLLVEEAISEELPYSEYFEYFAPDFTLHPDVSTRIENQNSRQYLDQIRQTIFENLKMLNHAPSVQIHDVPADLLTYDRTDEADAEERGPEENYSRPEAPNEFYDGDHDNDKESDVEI
Dyrk1A ADPGlo – Dyrk1A (rat) kinase inhibition; Q63470; ADP-Glo luminescence, NFATc1 peptide; inhibition, % at 12.5 µM; 310,000 tested, 0.43% active; AID 504441; in the data active means inhibition above about 50%;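 further: plate controls were vehicle with enzyme for no effect and no enzyme for full effect; many of its hits are not listed in these tables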
ANO1 activ – activators or potentiators of mouse TMEM16A chloride channel. HEK293 TMEM16A/YFP-H148Q/I152L, iodide quench fluorescence; stronger effect = lower value. Q8BHY3. B-score at 10 µM. 340,000 tested, 0.3% active;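 active means fluorescence-ratio B-score plate-corrected deviation score at least 3 library SD below zero, with starting fluorescence score within 5 deviations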;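 further: channel opened by trigger with iodide after compound preincubation; score built on the fluorescence ratio of max minus min over baseline; more negative score means more quench and so TMEM16A activation or potentiation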
KCNK3 inh – human KCNK3 channel inhibition, primary screen | CHO-KCNK3 thallium flux, FluxOR fluorescence; stronger effect = lower value | 340,000 tested, 0.84% active | B-score at 10 µM | O14649;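 active means B-score under library mean minus 4 SD, starting fluorescence ratio at most library mean plus 5 SD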;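 further: more negative B-score means stronger inhibition of thallium flux through KCNK3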
Target sequence (O14649 whole entry, looked up): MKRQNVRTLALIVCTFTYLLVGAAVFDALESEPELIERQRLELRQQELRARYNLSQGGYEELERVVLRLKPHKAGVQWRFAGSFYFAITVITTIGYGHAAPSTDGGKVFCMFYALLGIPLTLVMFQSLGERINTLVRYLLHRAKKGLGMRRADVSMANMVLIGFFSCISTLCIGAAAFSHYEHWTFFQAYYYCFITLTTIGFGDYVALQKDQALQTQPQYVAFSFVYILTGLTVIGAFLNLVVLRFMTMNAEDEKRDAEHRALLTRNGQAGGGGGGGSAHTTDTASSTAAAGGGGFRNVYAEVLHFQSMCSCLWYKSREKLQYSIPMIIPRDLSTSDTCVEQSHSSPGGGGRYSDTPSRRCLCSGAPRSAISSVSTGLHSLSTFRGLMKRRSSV
* = called active by the depositor; i = inactive; x = no result given. Only part of the results is shown (hit frequency here may not be typical).

SMILES	HDAC3 inhib	Dyrk1A ADPGlo	ANO1 activ	KCNK3 inh
CN(C(=O)c1cccc(NC(=O)Cc2ccc(NC(=O)C3CCCN(S(=O)(=O)c4cccc([N+](=O)[O-])c4)C3)cc2)c1)C1CCC1 (stereo not given)	x	3	x	i
CCCCn1c(N)c(N(C(=O)CSc2nncn2-c2ccccc2C)C2CCCC2)c(=O)[nH]c1=O	x	-8	x	i
CCCCN1CC(COCc2ccccc2)Oc2cccc(N3CCCC3)c2S1(=O)=O (stereo not given)	x	-6	x	i
CCCCN1C[C@H](COC(=O)CCC)Oc2cccc(F)c2S1(=O)=O	x	6	x	i
COC(=O)[C@H]1C[C@H]2[C@@H]3CC[C@H]4C[C@@H](OC)CC[C@]4(C)[C@H]3CC[C@]2(C)[C@@]2(CCCO2)O1	x	1	x	i
COC(=O)C(CC(C)C)N(Cc1cc(OC)cc(OC)c1)S(=O)(=O)c1ccccc1Br (stereo not given)	x	-4	x	i
CCN(C[C@H]1N[C@@](Cc2ccccc2)(C(=O)OC)[C@H]2C(=O)N(Cc3ccccc3)C(=O)[C@@H]12)S(=O)(=O)c1ccc(C)cc1	x	-2	x	i
O=C(NCc1ccccc1)c1ccc(NC(=O)C2CCC2)cc1	x	-9	x	i
COC(=O)C[C@H]1C=C[C@@H](C(C(=O)OC)C(=O)OC)CN1C(C)=O	x	-6	x	i
O=C(Nc1cccc(S(=O)(=O)N2CCOCC2)c1)c1cc(S(=O)(=O)N2CCOCC2)c(Cl)cc1Cl	x	-8	x	i

Single values from the list:
Dyrk1A ADPGlo, `O=C(NCc1ccccc1)c1ccc(NC(=O)C2CCC2)cc1` stands at -9
Dyrk1A ADPGlo, `CCN(C[C@H]1N[C@@](Cc2ccccc2)(C(=O)OC)[C@H]2C(=O)N(Cc3ccccc3)C(=O)[C@@H]12)S(=O)(=O)c1ccc(C)cc1` stands at -2
Dyrk1A ADPGlo, `CCCCN1C[C@H](COC(=O)CCC)Oc2cccc(F)c2S1(=O)=O` stands at 6
Dyrk1A ADPGlo, `CCCCn1c(N)c(N(C(=O)CSc2nncn2-c2ccccc2C)C2CCCC2)c(=O)[nH]c1=O` stands at -8

Next results.
SMILES	HDAC3 inhib	Dyrk1A ADPGlo	ANO1 activ	KCNK3 inh
CCCCN1CC(C)(C)Oc2cccc(F)c2S1(=O)=O	x	7	x	i
COC(=O)[C@]1(C)N[C@H](CN(C)C(=O)c2ccc(C(C)(C)C)cc2)[C@@H]2C(=O)N(Cc3ccccc3)C(=O)[C@@H]21	x	-5	x	i
Cc1cn(CC(=O)N2CCN(c3ccccn3)CC2)c(=O)[nH]c1=O	x	2	x	i
CCOC(=O)C1=C(C(=O)OCC)N(Cc2ccccc2)CCC1=O	x	7	x	i
C[C@]12c3[nH]c4ccccc4c3CCN1C(=O)C(CC(=O)NCc1ccco1)C[C@@H]2C(=O)N1CCOCC1 (stereo not given in full)	-1	-20	x	i
C=CCC[C@H](Cc1ccc(F)cc1)C(=O)OC[C@@H](Cc1c[nH]c2ccccc12)NC(=O)[C@H](CC=C)CC(=O)N[C@H](CO)Cc1ccccc1	6	6	x	i
CC(C)N(Cc1ccccc1)C(=O)COC(=O)c1cc[n+]([O-])cc1	0	-1	x	i
O=C(COC(=O)c1c[nH]c2ccccc12)NC1CCCCC1	-1	-4	x	i
CCN(C[C@H]1N[C@@](C)(C(=O)OC)[C@H]2C(=O)N(Cc3ccccc3)C(=O)[C@@H]12)S(=O)(=O)c1ccc(OC)cc1	-2	-2	x	i
NC(=O)c1ccsc1NC(=O)COC(=O)COc1ccccc1[N+](=O)[O-]	3	5	x	i
Cc1ccc(S(=O)(=O)N2CCN(C(=O)n3ccnc3)CC2)cc1	3	4	x	i
CC[C@@]1(C(=O)OC)N[C@H](CN(C)C(=O)NC(C)C)[C@@H]2C(=O)N(Cc3ccccc3)C(=O)[C@@H]21	-4	-2	x	i
Cc1cccc(OCCC(=O)Nc2ccc(C)c(S(=O)(=O)N3CCOCC3)c2)c1	6	-1	x	i
CCC[C@@H](CN1CCC[C@H]1CN1C(N)=NC[C@H]1C(C)C)N1C[C@@H](Cc2ccccc2)N(CCCC2CCCC2)C1=N	-16	8	x	i
COC(=O)c1ccc(NC(=O)CCN2C(=O)C3CC=CCC3C2=O)cc1 (stereo not given)	-8	-8	x	i
COc1ccc(C(=O)NCCc2ccc(Cl)cc2)cc1S(=O)(=O)N1CCCCC1C (stereo not given)	9	-1	x	i
CC(C)(C)OC(=O)C[C@@H]1C/C=C\C[C@@H](CC(=O)N[C@@H](CO)Cc2ccccc2)C(=O)NCCOC1=O	-7	-1	x	i
Nc1ncnc2c1ncn2[C@@H]1O[C@H](CNCc2cn(CC(=O)NC3CC3)c3ccccc23)[C@@H](O)[C@H]1O	-6	0	x	i
CC(=O)c1ccc(NC(=O)COC(=O)Cc2ccsc2)cc1	11	0	x	i
COC(=O)[C@]1(Cc2ccccc2)N[C@H](CN(C)C(=O)Nc2ccc(F)cc2)[C@@H]2C(=O)N(C)C(=O)[C@@H]21	-2	-2	x	i
Cn1nc(C(=O)NNC(=O)c2ccc(Cl)c(S(N)(=O)=O)c2)c2ccccc2c1=O	3	-7	x	i
COc1ccc(NC(=O)Nc2cccc3c2O[C@H](CN(C)S(=O)(=O)c2c(C)noc2C)[C@@H](C)CN([C@H](C)CO)C3=O)cc1	8	-2	x	i
C[C@H](CO)N1C[C@H](C)[C@@H](CN(C)C(=O)NC2CCCCC2)Oc2c(NC(=O)Nc3ccc4c(c3)OCO4)cccc2C1=O	2	-1	x	i
CC[C@@]1(C(=O)OC)N[C@H](CN(C)C(=O)Nc2ccc(C(F)(F)F)cc2)[C@@H]2C(=O)N(Cc3ccccc3)C(=O)[C@@H]21	14	1	x	i
Cc1noc(C)c1S(=O)(=O)N(C)C[C@H]1Oc2c(NC(=O)Nc3ccc(C(F)(F)F)cc3)cccc2C(=O)N([C@H](C)CO)C[C@@H]1C	15	6	x	i
C#CCOCCOCCOCCNc1nc(N2CCN(C(=O)[C@H](CCC(=O)O)n3cc([C@@H](N)CCCCN)nn3)CC2)nc(N2CCN(C(=O)[C@H](CCC(=O)O)n3cc([C@@H](N)CCCCN)nn3)CC2)n1	-5	-1	x	i
CC12CCC(=O)N1C(C(=O)NNC(=O)c1ccccc1Cl)CS2 (stereo not given)	-14	-5	x	i
CCN(C[C@H]1N[C@@](Cc2ccccc2)(C(=O)OC)[C@H]2C(=O)N(Cc3ccccc3)C(=O)[C@@H]12)C(=O)c1ccc(C)cc1	8	5	x	i
CCN(C[C@H]1N[C@@](Cc2ccccc2)(C(=O)OC)[C@H]2C(=O)N(C)C(=O)[C@@H]12)C(=O)COC	-2	7	x	i
CCN(CC(=O)Nc1ccc(NC(C)=O)cc1)C(=O)c1oc2c(ccc3ccccc32)c1C	2	-6	x	i
COC(=O)[C@]1(C)N[C@H](CN(C)C(=O)Nc2ccc(F)cc2)[C@@H]2C(=O)N(C)C(=O)[C@@H]21	-2	-1	x	i
Cc1ccc(C)c(C(=O)COC(=O)c2ccc(C)c(S(=O)(=O)N3CCOCC3)c2)c1	-4	-6	x	i
CC[C@@]1(C(=O)OC)N[C@H](CN(C)C(=O)Nc2ccccc2)[C@@H]2C(=O)N(C)C(=O)[C@@H]21	-2	2	x	i
CCC(C(=O)NC1C(=O)N2C(C(=O)O)=C(CSc3nnc(C)s3)CSC12)c1ccccc1 (stereo not given)	0	-1	x	i
COC(=O)C1OC(OC2CC[C@]3(C)C(CC[C@@]4(C)[C@@H]3CC=C3[C@@H]5CC(C)(C)CC[C@]5(C(=O)OC5OC(CO)C(O)C(O)C5O)CC[C@]34C)C2(C)C)C(O)C(O)C1O[C@H]1OCC(O)C(O)C1O (stereo not given in full)	4	-1	x	i
COC(=O)c1ccc(OCC(=O)Nc2ccccc2C(=O)NC2CC2)cc1	2	-1	x	i
Cc1noc(C)c1S(=O)(=O)N(C)C[C@H]1Oc2ccc(NS(=O)(=O)c3ccc(F)cc3)cc2C(=O)N([C@H](C)CO)C[C@@H]1C	-4	-1	x	i
CC[C@]12c3[nH]c4ccccc4c3CCN1C(=O)C(CC(=O)NCCc1ccccn1)C[C@@H]2C(=O)N1CCN(C(=O)c2ccco2)CC1 (stereo not given in full)	-7	0	x	i
CCCn1c(SCC(=O)Nc2cc(S(=O)(=O)N3CCCCC3)ccc2C)n[nH]c1=O	x	x	i	i
Cn1cc(C2OC(=O)c3ccccc32)c2ccccc21 (stereo not given)	x	x	i	i
CN(C)c1ccc(C=c2c3ccccc3n3c2c2ccccc2[n+]3C)cc1	x	x	i	i
CN1C[C@@H]2[C@@H]3C(=O)N(C)C(=O)[C@@H]3[C@](Cc3ccccc3)(C1=O)N2C(=O)c1ccccc1	x	x	i	i
O=C(COC(=O)c1ccc2ncsc2c1)Nc1cc(Cl)ccc1F	x	x	i	i
O=C(NN=Cc1ccc([N+](=O)[O-])cc1)C1CC1	x	x	i	i
Nc1nc(-c2ccccc2)c(CCCNc2ccccc2)c(=O)[nH]1	x	x	i	i
O=c1ncn(C2CCCCC2)c(=O)[nH]1	x	x	i	i
CCC(=O)c1ccc(OC)c(OC)c1OCc1ccccc1	x	x	i	i
COc1ccccc1N(CC(=O)NC1CCCC1)S(=O)(=O)c1cccc(C(F)(F)F)c1	x	x	i	i
O=S(=O)(Nc1cccc(S(=O)(=O)N2CCCCC2)c1)c1ccc(Cl)s1	x	x	i	i
COc1ccc(S(=O)(=O)Oc2ccccc2C(N)=O)cc1	x	x	i	i
Remaining list, next part:
SMILES	HDAC3 inhib	Dyrk1A ADPGlo	ANO1 activ	KCNK3 inh
CC(C)C1(c2ccsc2)NC(=O)NC1=O (stereo not given)	x	x	i	i
Cc1ccc(S(=O)(=O)N2CCN(C(=O)COC(=O)COc3ccc(Cl)cc3C)CC2)c(C)c1	x	x	i	i
O=C(C=Cc1ccccc1)c1cccs1	x	x	i	i
CCCCn1c(N)c(N(CC(C)C)C(=O)c2cc3ccccc3cc2OC)c(=O)[nH]c1=O	x	x	i	i
CCOc1ccc(NC(=O)COC(=O)c2cc(=O)c3ccccc3o2)cc1	x	x	i	i
Cc1ccc(C(=O)N2CCN(C/C=C/c3ccccc3)CC2)cc1S(=O)(=O)N1CCOCC1	x	x	i	i
CC1=CC2(C)C(C3C(C)=CC2(C)C(=O)C3(C)O)C(C)(O)C1=O (stereo not given)	x	x	i	i
CC1(O)CC(C)(C)C(C#N)C(=O)N1 (stereo not given)	x	x	i	i
COc1ccccc1C(=O)Nc1ccc(OCC(=O)N2CCCCC2C)cc1 (stereo not given)	x	x	i	i
Cn1nc(CC#N)c2c(=N)n(N)cnc21	x	x	i	i
COc1ccc(NC(=O)c2ccccc2NC(=O)C2CCCCC2C(=O)O)cc1 (stereo not given)	x	x	i	i
O=C1OCc2ccc([N+](=O)[O-])cc21	x	x	i	i
Cc1ccc(S(=O)(=O)N(C)C)cc1NC(=O)C(C)OC(=O)c1ccc2c(=O)n3c(nc2c1)CCC3 (stereo not given)	x	x	i	i
Nc1nc(=S)c2ncn(C3OC(CO)CC3O)c2[nH]1 (stereo not given)	x	x	i	i
O=C(c1ccc(S(=O)(=O)NCc2ccco2)cc1)N1CCN(Cc2ccccc2F)CC1	x	x	i	i
CC(=O)Nc1ccc(Nc2nc3ccccc3nc2NS(=O)(=O)c2ccc(Cl)c([N+](=O)[O-])c2)cc1	x	x	i	i
CC/C(=C\c1ccc(Cl)cc1)c1ccncc1	x	x	i	i
CCC(=O)OC1(C(C)=O)CCC2C3CCC4=CC(=O)CCC4(C)C3CCC21C (stereo not given)	x	x	i	i
N#CCc1ccnc2ccccc12	x	x	i	i
CC1=NN(c2ccccc2)C(c2ccco2)C1 (stereo not given)	x	x	i	i
CNC(=S)NN=C(C)c1ccc(OC)cc1O	x	x	i	i
Cc1ccc2c(O)c(Cc3ccccc3)c(=O)[nH]c2n1	x	x	i	i
CCOC(=O)n1cnc2nc(N)nc(SC)c21	x	x	i	i
COc1ccc(S(=O)(=O)NC(C(=O)OCC(=O)Nc2ccc(N3CCOCC3)cc2)C(C)C)cc1 (stereo not given)	x	x	i	i
Cc1cc(=O)c2c(o1)C(=O)c1occc1C2=O	x	x	i	i
O=c1[nH]c(C(F)(F)C(F)(F)C(F)(F)F)no1	x	x	i	i
OCC1OC(c2ccccc2)OC2COC(c3ccccc3)OC12 (stereo not given)	x	x	i	i
CC(C)N1CCC(=O)NC1=O	x	x	i	i
NC(=O)C1CCCN(C(=O)c2ccc(S(=O)(=O)N3CCCCCC3)cc2)C1 (stereo not given)	x	x	-13*	i
CCCCCCCCCCCCCCCC(O)C[N+](C)(C)CCO (stereo not given)	x	x	i	i
CCC1(c2ccc(F)cc2)NC(=O)N(CC(=O)Nc2cc(C)on2)C1=O (stereo not given)	x	x	-39*	i
COc1cccc(C(c2cccc(OC)c2)c2ccccc2C(=O)O)c1	x	x	i	i
CC(C)(C)C(=O)C(C(c1ccccc1)N1CCOCC1)N1CCOCC1 (stereo not given)	x	x	i	i
CCCCSc1nc2c([nH]1)c(=O)n(C)c(=S)n2C	x	x	i	i
CCOP(=O)(C1=C(O)C(=O)C(C(C)(C)C)=CC1=O)c1ccccc1 (stereo not given)	x	x	i	i
COCCn1c(SCC(=O)NCCCN2CCCC2=O)nc2sc3c(c2c1=O)CCCC3	x	x	i	i

In the list so far, 3 have a cyano group:
SMILES	HDAC3 inhib	Dyrk1A ADPGlo	ANO1 activ	KCNK3 inh
CC1(O)CC(C)(C)C(C#N)C(=O)N1 (stereo not given)	x	x	i	i
Cn1nc(CC#N)c2c(=N)n(N)cnc21	x	x	i	i
N#CCc1ccnc2ccccc12	x	x	i	i

Screening results: PubChem BioAssay, several laboratories
